PPC-1+TRAIL kill – compounds killing PPC-1 cancer cells with TRAIL present, primary screen, TRAIL potentiator project, ATPLite luminescence, uHTS | actives 0.41% (n = 220,000) | cell killing (% activity), % at 4 µM | PPC-1 cells + TRAIL, ATPLite viability luminescence;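 active = cell killing above 50% in the first pass at 4 µM, then a duplicate retest at 5 µM averaging 50% or more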;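 note: plate controls were cells with TRAIL plus DMSO for no effect and medium-only wells lacking cells for full effect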
CHOP inhibitor – inhibitors of CHOP promoter induction, primary screen, cell-based, unfolded protein response, luciferase reporter; AID 2732, 2010; actives 3.8% (n = 220,000); CHO-K1 CHOP-promoter luciferase, tunicamycin-induced, 15-18 h; inhibition, % at 10 µM;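 active = compounds that reduced the stress-induced luciferase reporter signal by more than about 70% of percent inhibition, limit read from the data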;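 note: 0% = tunicamycin plus vehicle and 100% = wells without tunicamycin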
EP2 antag – human EP2 receptor antagonists, primary screen, TR-FRET cAMP, C6 glioma cells; actives 0.52% (n = 260,000); inhibition, % at 25 µM; C6 glioma cells expressing human EP2; cells stimulated with saturating PGE2; AID 1422, 2008; Prostaglandin E2 receptor EP2 subtype (Homo sapiens), P43116;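 active = percent inhibition above 40 after rounding to a whole number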;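 note: rat C6 glioma host cells with rolipram phosphodiesterase inhibitor present; the protocol text gives 20 µM as final concentration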
Target sequence (P43116 whole entry, looked up): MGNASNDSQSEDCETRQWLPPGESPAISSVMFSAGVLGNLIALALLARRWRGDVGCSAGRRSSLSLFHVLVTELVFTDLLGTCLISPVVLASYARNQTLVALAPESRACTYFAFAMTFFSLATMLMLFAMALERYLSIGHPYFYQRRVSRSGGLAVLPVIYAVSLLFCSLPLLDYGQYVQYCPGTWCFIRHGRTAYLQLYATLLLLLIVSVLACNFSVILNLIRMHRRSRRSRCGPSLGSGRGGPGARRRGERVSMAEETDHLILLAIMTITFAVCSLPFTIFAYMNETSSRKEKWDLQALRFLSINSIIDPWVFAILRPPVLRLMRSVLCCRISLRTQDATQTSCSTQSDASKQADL
zVAD death inh – inhibitors of zVAD-triggered necroptosis, primary screen, L929 cells; L929 zVAD necroptosis rescue, ATP luminescence, 24 h; with zVAD 60 µM; viability rescue, % at 10 µM; actives 0.38% (n = 220,000);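 active = activation, scaled between plate controls, above about 75%, limit read from the data; inactive = activation under that limit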;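 note: 0% = zVAD with DMSO and 100% = DMSO alone without zVAD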
Wee1 stabilizer – Wee1 degradation inhibitors, primary screen, cell-based, HeLa, Wee1K328M-luciferase, luminescence. Wee1-like protein kinase (Homo sapiens), P30291. HeLa Luc-Wee1K328M stability; 100% = proteasome inhibitor MG132 effect. reporter increase, % at 5 µM. actives 1.2% (n = 220,000). AID 1321, 2008;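 active = activation above the mean of all tested compounds plus 3 SD, set per screening run, cut at about 8.8% in these data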;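 note: cells exposed to compound for 20 h before luminescence read; 0% = DMSO alone and 100% = MG132 at 30 µM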
TbHK1 inh – Trypanosoma brucei hexokinase 1 inhibitors, primary screen, biochemical, G6PDH-coupled NADH absorbance, MLSCN library. recombinant TbHK1, G6PDH-coupled NADH A340. inhibition, % at 10 µM. actives 0.11% (n = 220,000);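 active = inhibition of 50% or more in the single-dose primary screen; inactive = inhibition below 50%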
FXIa inh 1536 – human FXIa protease inhibitors, primary screen, biochemical, 1536-well; purified FXIa, Boc-Glu-Ala-Arg-AMC fluorogenic substrate; Coagulation factor XI (Homo sapiens), P03951; inhibition, % at 5 µM; actives 0.14% (n = 220,000);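 active = inhibition of at least 40%; inactive = inhibition below 40%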;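 note: fluorescence of freed AMC excited at 355 nm; 0% = enzyme without compound and 100% = no enzyme blank; many of its hits are not listed in these tables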
FXIIa inh – human FXIIa protease inhibitors, primary screen, biochemical, 1536-well; Coagulation factor XII (Homo sapiens), P00748; purified FXIIa, Boc-QGR-AMC fluorogenic substrate, 2 h; inhibition, % at 5 µM; actives 0.3% (n = 220,000); in the data active = inhibition above about 40%;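 note: 0% = enzyme with no compound and 100% = blank without enzyme; many of its hits are not listed in these tables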
Target sequence (P00748 20-372 limits assumed): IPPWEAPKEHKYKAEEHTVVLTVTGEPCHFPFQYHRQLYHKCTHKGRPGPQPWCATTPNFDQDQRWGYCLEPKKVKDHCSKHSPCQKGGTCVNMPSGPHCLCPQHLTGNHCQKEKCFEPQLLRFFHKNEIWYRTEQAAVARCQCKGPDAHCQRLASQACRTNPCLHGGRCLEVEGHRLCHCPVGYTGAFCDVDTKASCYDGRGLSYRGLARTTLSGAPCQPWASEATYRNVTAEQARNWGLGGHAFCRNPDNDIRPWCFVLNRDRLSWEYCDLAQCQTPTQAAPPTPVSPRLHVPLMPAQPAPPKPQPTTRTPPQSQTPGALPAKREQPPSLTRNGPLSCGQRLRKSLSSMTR
Target sequence (P00748 373-615 limits assumed): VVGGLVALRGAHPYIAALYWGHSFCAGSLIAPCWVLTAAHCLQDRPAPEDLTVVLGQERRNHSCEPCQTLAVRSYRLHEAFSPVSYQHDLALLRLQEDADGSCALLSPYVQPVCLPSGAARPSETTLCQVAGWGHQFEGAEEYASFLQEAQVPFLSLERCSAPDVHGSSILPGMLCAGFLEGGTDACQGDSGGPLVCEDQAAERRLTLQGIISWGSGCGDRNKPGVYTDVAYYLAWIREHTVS
TNF necrop inh – inhibitors of TNF-alpha triggered necroptosis, primary screen, cell-based, Jurkat FADD-/-, single concentration; Jurkat FADD-/- TNF necroptosis rescue, ATP luminescence, 24 h; 0 = TNF only, 100 = no-TNF cells; activation (protection from cell death), % at 10 µM; actives 0.068% (n = 220,000);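 active = activation, meaning protection from cell death, of at least 50% relative to plate controls; inactive = activation below 50%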;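 note: necroptosis triggered by 40 ng/mL TNF-alpha added together with compound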
* hit, by the source's call; x = not tested or not shown; & = joins results of further samples; [ ] = another dose, or the depositor's remark. A portion of the library. The share of hits here may be higher or lower than overall.

item	compound	PPC-1+TRAIL kill	CHOP inhibitor	EP2 antag	zVAD death inh	Wee1 stabilizer
1	COC(=O)Nc1ccc(S(=O)(=O)N2CCCC(C(=O)Nc3cccnc3)C2)cc1 (stereo not given)	10	16	9	1.2	-2
2	CC1CC(N(C(=O)c2ccco2)c2ccccc2)c2ccccc2N1 (stereo not given)	8	44	10	-0.2	1
3	COc1ccc(NC(=O)COC(=O)c2ccc(Br)o2)cc1OC	13	13	x	-0.4	-3
4	COc1ccccc1C(=O)Nc1ccc(S(=O)(=O)N2CCOCC2)cc1	2	12	8	0.7	-1
5	NCCCC[C@@H]1NC(=O)c2cc([N+](=O)[O-])cc(F)c2NCCCC[C@@H](C(N)=O)NC(=O)[C@H](CCC(N)=O)NC1=O	2	-2	10	1.9	1
6	Cc1[nH]n(-c2ccc(Cl)cc2)c(=O)c1C=NC12CN3CN(CN(C3)C1)C2	7	9	11	-0.6	2
7	O=C1CC(C(=O)N(c2ccc(F)cc2)C(C(=O)NC2CCCC2)c2ccccn2)CS1 (stereo not given)	17	-4	7&7	0.0	3
8	COC(=O)c1ccc(NC(=S)Nc2ccc(O)cc2)cc1	18	-12	13	1.4	1
9	Cc1c(/C(O)=C2\C(=O)C(=O)N(CCN(C)C)C2c2cccs2)cnn1-c1ccccc1 (stereo not given)	x	3	14	0.9	1
10	CC1CCN(c2nc3ccc(C(=O)O)cc3s2)CC1	15	97*	19	2.1	-3
11	COC(=O)CCCC1=CC2=CC(=O)C(C)(OC(=O)c3cccs3)C(=O)C2=CN1CCCCO (stereo not given)	18	-2	9	-0.1	x
12	CCn1nnc(NC(=O)c2cccc(-c3cc4ccccc4oc3=O)c2)n1	21	28	6	0.4	2

item	TbHK1 inh	FXIa inh 1536	FXIIa inh	TNF necrop inh
1	-6	3	14	0.2
2	6	2	17	-3.7
3	-2	4	8	1.4
4	0	2	16	-0.9
5	-22	-5	5	1.3
6	-16	-2	0	-0.7
7	1	0	5	-1.8
8	11	28	61*	0.8
9	-34	10	19	-0.2
10	8	3	13	0.6
11	-39	3	11	1.6
12	-16	2	-10	-1.8

Following part.
item	compound	PPC-1+TRAIL kill	CHOP inhibitor	EP2 antag	zVAD death inh	Wee1 stabilizer
13	CC(C)(O)[C@H](O)COc1c2occc2cc2ccc(=O)oc12	18	13	3	3.3	-2
14	CCOC(=O)NC1(Nc2cccc(Cl)c2)Oc2ccccc2O1	9	-3	11	9.9	2
15	COc1cccc(CNS(=O)(=O)c2cn(C)cn2)c1	4	6	x	0.1	-3
16	C[C@H](NC(=O)c1ccccc1Cl)C(=O)NCc1cccs1	-2	6	8	1.1	0
17	Cc1ccc(C(=O)C2C(c3ccc(-c4ccccc4[N+](=O)[O-])o3)NC(=O)NC2(O)C(F)(F)F)cc1 (stereo not given)	x	x	9	0.9	2
18	Cc1cc(C)nc(-n2nc(C)cc2NC(=O)CN2CCCC(C)C2)n1 (stereo not given)	1	64	17	-0.5	2
19	O=C(O)CSCC(=O)N1CCCCC1	1	-28	10&7	4.8	1
20	CCOc1ccc(N2C(=O)CC(N(Cc3ccco3)C(=O)CC)C2=O)cc1 (stereo not given)	7	0	5	-0.8	-1
21	CCc1cc(C(=O)Cc2cnn(-c3ccccc3)c2)c(O)cc1O	2	77*	2	1.4	1
22	COc1cc(C(=O)OC(C)C(=O)NCC2CCCCC2)cc(NC(=O)c2ccco2)c1OC (stereo not given)	-8	101*	10	1.0	0
23	O=C(CSc1nnc(NC2CCCCC2)s1)Nc1ccc(N2CCOCC2)cc1	14	12	5	0.3	-1
24	CCOC(=O)c1ccc(N/C=C/C(=O)c2ccco2)cc1	26	8	14	-0.6	3

item	TbHK1 inh	FXIa inh 1536	FXIIa inh	TNF necrop inh
13	-10	8	17	2.5
14	0	2	9	-7.0
15	2	6	4	-0.9
16	1	3	12	-0.4
17	2	x	x	-3.2
18	3	12	16	-2.9
19	-1	-8	-1	1.7
20	1	1	18	-1.2
21	-13	4	16	-0.3
22	-24	6	22	3.8
23	-3	-8	-1	0.6
24	-18	-5	7	-2.4

Next section:
item	compound	PPC-1+TRAIL kill	CHOP inhibitor	EP2 antag	zVAD death inh	Wee1 stabilizer
25	O=C(CSc1nc2c(c(=O)n1-c1ccc(F)cc1)SCC2)N1CCCC1	-13	-7	11	0.0	2
26	CC(O)CN=c1cc(-c2ccccc2)oc2ccc(Cl)cc12 (stereo not given)	10	23	11	0.6	-1
27	CC(C(=O)NCc1ccc2c(c1)OCO2)c1ccc([N+](=O)[O-])cc1 (stereo not given)	7	11	3	-1.0	0
28	Cc1ccc(/C=C/c2nc3ccccc3s2)s1	85*[5 µM]	28	12	0.0	-1
29	Cc1cc(OC(=O)c2ccc(S(=O)(=O)N3CCOCC3)cc2)c([N+](=O)[O-])c(=O)[nH]1	-11[5 µM]	-10	2	-0.8	-2
30	CCOC(=O)c1ccc(CNCc2ccccc2)cc1	17	27	10	-1.0	0
31	Cc1cc(C=O)c(C)n1-c1ccc(Cl)c(C(=O)O)c1	15	-1	4	0.5	-4
32	COc1ccc(NC(=O)C(NC(=O)c2ccc(=O)[nH]c2)c2ccccc2)cc1 (stereo not given)	-4	-2	3	0.2	0
33	CCC(C)c1ccc(NC(=S)NN2CCOCC2)cc1 (stereo not given)	-16	-38	2	0.4	2
34	Cc1ccn2c(C(=O)CSc3ccccc3)c(C)nc2c1	3	49	6	1.8	-4
35	COc1ccc(N2C(=O)CC(N3CCC(O)(c4cccc(C(F)(F)F)c4)CC3)C2=O)cc1 (stereo not given)	-8	36	17	-0.2	-1
36	CCN(CC)c1ccc(C(=O)N/N=C(\C)c2ccc(O)cc2)cc1	15	22	5	2.0	-4

item	TbHK1 inh	FXIa inh 1536	FXIIa inh	TNF necrop inh
25	-28	1	13	0.3
26	-49	-4	16	-5.9
27	-3	-2	2	9.1
28	-1	0	0	-1.0
29	8	4	15	-0.2
30	7	5	10	0.7
31	6	0	6	1.0
32	3	8	8	3.3
33	2	4	4	1.3
34	-17	-1	2	0.9
35	-6	1	2	-5.3
36	-2	5	12	0.5

Part of the list above in order of heavy-atom count, descending.
item	compound	PPC-1+TRAIL kill	CHOP inhibitor	EP2 antag	zVAD death inh	Wee1 stabilizer
36	CCN(CC)c1ccc(C(=O)N/N=C(\C)c2ccc(O)cc2)cc1	15	22	5	2.0	-4
26	CC(O)CN=c1cc(-c2ccccc2)oc2ccc(Cl)cc12 (stereo not given)	10	23	11	0.6	-1
34	Cc1ccn2c(C(=O)CSc3ccccc3)c(C)nc2c1	3	49	6	1.8	-4

item	TbHK1 inh	FXIa inh 1536	FXIIa inh	TNF necrop inh
36	-2	5	12	0.5
26	-49	-4	16	-5.9
34	-17	-1	2	0.9

Additional compounds:
item	compound	PPC-1+TRAIL kill	CHOP inhibitor	EP2 antag	zVAD death inh	Wee1 stabilizer
37	CCCCOc1ccc(-c2[nH]ncc2C=O)cc1	-4	-8	5	4.5	15*
38	O=C(CSc1nnc(Cn2nnc3ccccc32)o1)N(Cc1ccc(Cl)cc1)c1ccccc1	32	41	10	-0.2	1
39	CC(C)c1ccc(/C=N/NC(=O)CN(c2cccc(Cl)c2Cl)S(C)(=O)=O)cc1	-14	86*	12	1.6	6
40	COc1c(C)cc(Br)cc1C(=O)Nc1ccc(N2CCN(S(C)(=O)=O)CC2)cc1	5	47	3	-0.7	-2
41	O=C1NCCCC1C(=O)N/N=C/c1cccc([N+](=O)[O-])c1 (stereo not given)	11	22	6	0.0	2
42	Nc1ccc(N2CCN(c3cccc(Cl)c3)CC2)cc1	23	-14	12	-0.2	1
43	COC(=O)CN1C(=O)C2(OCCCO2)c2ccccc21	24	24	5	0.0	0
44	CCOc1ccc2[nH]c(=O)c(CN(Cc3ccco3)Cc3nnnn3Cc3ccccc3)cc2c1	0	0	11	-0.9	-2
45	COC(=O)c1ccc(CSc2nnc(NC(C)C)s2)o1	15	10	3	0.5	-1
46	COc1cccc(-c2ccc(SCC(=O)N3CCN(c4ccccc4)CC3)nn2)c1	8	11	8	1.3	-3
47	CCn1c(C)nc2cc(C(=O)N/N=C/c3ccccc3)ccc21	11	50	3	1.7	6
48	Cc1ccc(C(=O)N/C(=C\c2ccco2)C(=O)NCCCn2ccnc2)cc1C	3	-5	6	-0.3	-2

item	TbHK1 inh	FXIa inh 1536	FXIIa inh	TNF necrop inh
37	-1	-1	6	0.5
38	0	7	20	-8.7
39	-6	-9	2	-5.3
40	-14	5	14	-2.8
41	-7	9	6	2.0
42	-5	-4	0	-3.9
43	11	7	13	-2.9
44	-20	3	17	-4.5
45	4	3	0	0.4
46	0	2	x	-1.9
47	-1	-5	3	-1.3
48	-13	19	34	-0.7

Two records picked at random from the list so far, as already listed:
item	compound	PPC-1+TRAIL kill	CHOP inhibitor	EP2 antag	zVAD death inh	Wee1 stabilizer
40	COc1c(C)cc(Br)cc1C(=O)Nc1ccc(N2CCN(S(C)(=O)=O)CC2)cc1	5	47	3	-0.7	-2
43	COC(=O)CN1C(=O)C2(OCCCO2)c2ccccc21	24	24	5	0.0	0

item	TbHK1 inh	FXIa inh 1536	FXIIa inh	TNF necrop inh
40	-14	5	14	-2.8
43	11	7	13	-2.9

Next section.
item	compound	PPC-1+TRAIL kill	CHOP inhibitor	EP2 antag	zVAD death inh	Wee1 stabilizer
49	COc1ccc(OC(=O)COc2ccc(C)cc2)cc1	-1	22	5	1.3	-1
50	Cc1cc(=O)[nH]c(SCC(=O)OCc2ccccc2)c1C#N	2	7	12	18	7
51	COc1ccc(S(=O)(=O)NNC(=O)C(=O)NNc2ccccn2)cc1	-13	3	3	0.6	2
52	COc1ccc(CSCC(=O)N/N=C/c2ccc(OCC(=O)NCc3ccco3)cc2)cc1	14	9	27	0.8	-1
53	CCCNC(=O)OCc1cccnc1Sc1ccc(C)cc1	6	-19	3	0.3	3
54	O=c1c2c(ncn2C2CCCC2)n(Cc2ccccc2)c(=O)n1CCOc1ccccc1	15	52	18	0.0	14*
55	CS(=O)(=O)Nc1ccc(C2=NN(C(=O)c3ccco3)C(c3ccccc3F)C2)cc1 (stereo not given)	7	9	12	-1.1	-1
56	Cc1cccc(OCCCCc2c(C)n[nH]c2C)c1	7	54	6	0.0	-1
57	Cc1nn(CC(=O)N2c3ccccc3NC(=O)C2(C)C)c(C)c1[N+](=O)[O-]	2	-2	5	0.7	0
58	COC(=O)c1cc(=O)n(Cc2ccc3c(c2)OCO3)c(=Nc2ccc(F)c(Cl)c2)s1	21	-30	9	-0.7	1
59	CN(C)CCNC(=O)Cn1nc(-c2ccc(Cl)cc2)ccc1=O	33	38	x	0.8	3

item	TbHK1 inh	FXIa inh 1536	FXIIa inh	TNF necrop inh
49	7	-2	x	-0.9
50	-1	-2	5	0.0
51	53*	10	4	1.1
52	5	3	10	-9.6
53	1	4	5	-1.6
54	1	3	3	3.1
55	-29	-80	3	3.9
56	4	2	15	-5.0
57	-7	-1	7	12
58	-5	-7	-5	-6.7
59	-5	-2	10	0.7

Compound activity: PubChem BioAssay, several laboratories
